CHRM4 agonist: CHRM4 agonism in calcium assay | CHO-K1 hM4/Gqi5, Fluo-8 calcium fluorescence; vehicle 0%, full acetylcholine response 100% | activation, % at 3 µM | 360,000 compounds, 0.14% hits | AID 624127;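 active = activation above the run mean over all test wells plus 3 SD, cut at about 32% in these data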;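 note: peak over basal fluorescence ratio per well then scaled between controls; 0% = DMSO wells and 100% = acetylcholine at EC100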
Target sequence (P08173 whole entry, looked up): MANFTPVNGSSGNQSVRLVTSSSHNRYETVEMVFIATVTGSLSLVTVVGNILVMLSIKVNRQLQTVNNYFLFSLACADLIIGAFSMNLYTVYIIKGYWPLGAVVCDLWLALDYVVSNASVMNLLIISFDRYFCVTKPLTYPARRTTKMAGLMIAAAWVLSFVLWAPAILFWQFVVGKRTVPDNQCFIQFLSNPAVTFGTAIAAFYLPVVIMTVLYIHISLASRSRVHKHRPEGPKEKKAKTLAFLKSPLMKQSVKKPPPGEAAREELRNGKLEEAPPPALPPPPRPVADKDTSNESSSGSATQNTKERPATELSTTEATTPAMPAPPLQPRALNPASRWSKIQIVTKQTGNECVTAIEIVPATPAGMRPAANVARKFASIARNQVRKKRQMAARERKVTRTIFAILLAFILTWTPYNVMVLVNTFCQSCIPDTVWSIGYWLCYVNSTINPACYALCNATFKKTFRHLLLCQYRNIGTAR
CHRM5 antagonist: blocks acetylcholine activation of human M5 receptor. P08912. CHO-hM5 cells, Fluo-8 calcium fluorescence, ACh EC80. inhibition, % at 3 µM. 360,000 compounds, 0.59% hits. AID 624040;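 active = inhibition above a per-plate cutoff, the mean of that plate's test compounds plus 3 SD, cut at about 27% in these data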;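 note: 0% = acetylcholine EC80 with DMSO and 100% = DMSO without agonist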
Target sequence (P08912 whole entry, looked up): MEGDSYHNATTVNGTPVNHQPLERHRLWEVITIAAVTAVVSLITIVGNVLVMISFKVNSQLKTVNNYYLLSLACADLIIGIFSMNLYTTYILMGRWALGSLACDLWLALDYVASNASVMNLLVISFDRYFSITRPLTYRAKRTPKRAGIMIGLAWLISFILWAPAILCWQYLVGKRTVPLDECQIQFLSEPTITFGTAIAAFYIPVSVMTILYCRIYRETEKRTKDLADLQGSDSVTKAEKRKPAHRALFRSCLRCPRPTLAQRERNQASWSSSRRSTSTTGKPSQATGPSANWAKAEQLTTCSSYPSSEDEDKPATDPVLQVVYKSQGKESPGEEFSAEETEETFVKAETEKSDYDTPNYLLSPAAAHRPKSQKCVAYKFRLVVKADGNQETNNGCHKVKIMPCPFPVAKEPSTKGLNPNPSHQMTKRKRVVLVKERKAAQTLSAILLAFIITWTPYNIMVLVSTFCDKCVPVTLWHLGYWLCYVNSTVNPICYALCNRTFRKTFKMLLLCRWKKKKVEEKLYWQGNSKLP
CHO-K1 Ca antag: M1 antagonist counterscreen hit in parental CHO-K1 cells. ATP-induced calcium, Fluo-8 fluorescence. inhibition, % at 3 µM. 360,000 compounds, 0.6% hits. AID 602250;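 active = inhibition above a per-plate cutoff, the plate's mean sample inhibition plus 3 SD, cut at about 24% in these data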;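 note: 0% = DMSO plus EC80 ATP and 100% = DMSO alone without ATP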
CHO-K1 Ca ag: nonselective activator or artifact in parental CHO-K1 cells; activation, % at 3 µM; 360,000 compounds, 0.48% hits; AID 602248; Fluo-8 calcium fluorescence; scaled to maximal ATP response, vehicle zero; in the data active = activation above about 15%;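 note: untransfected CHO-K1 host cells lacking M1 receptor as counterscreen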
M4 PAM: CHRM4 positive allosteric modulation. CHO-K1 hM4/Gqi5, Fluo-8 calcium fluorescence, ACh EC20; 0% = ACh EC20, 100% = maximal ACh. activation, % at 3 µM. 360,000 compounds, 0.4% hits. AID 624126;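 active = activation above its plate's cutoff, the mean activation of sample wells plus 3 SD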; note: some results filed as inactive read as strong as hits
CHO-K1 Ca PAM: M1 PAM counterscreen hit in parental CHO-K1 cells; ATP EC20, Fluo-8 calcium fluorescence; 0% at ATP EC20, 100% at ATP max; activation, % at 3 µM; 360,000 compounds, 0.02% hits; AID 602247;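 active = activation above the run cutoff, the mean activation of all test compounds plus 3 SD, cut at about 40% in these data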;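 note: peak over basal fluorescence ratio in a 140 s read after ATP addition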
CHRM4 antagonist: CHRM4 antagonism in calcium assay; P08173; CHO-hM4 cells, ACh EC80, Fluo-8 calcium fluorescence; inhibition, % at 3 µM; 360,000 compounds, 0.73% hits; AID 624125;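 active = inhibition above its plate's cutoff, the mean inhibition of sample wells plus 3 SD, cut at about 27% in these data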;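 note: 0% = acetylcholine EC80 with DMSO and 100% = DMSO without agonist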
CHRM5 PAM: CHRM5 positive allosteric modulation; 360,000 compounds, 0.3% hits; activation, % at 3 µM; CHO-K1 hM5, Fluo-8 calcium, ACh EC20 PAM; 0% = ACh EC20, 100% = ACh EC100;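 active = activation above the run cutoff, the mean activation of all test compounds plus 3 SD, cut at about 18% in these data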
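Assay system: CHO-K1 hM5 cells / Incubation: Fluo-8 loading 80 min at 37 °C plus 30 min room temperature / Technique: Fluo-8 calcium dye fluorescence, kinetic read / Repeats: single replicate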
M5 ag: CHRM5 agonism in calcium assay; CHO-K1 hM5 cells, Fluo-8 calcium fluorescence; 0% DMSO wells, 100% maximal acetylcholine response; activation, % at 3 µM; 360,000 compounds, 0.19% hits; AID 624037;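 active = activation above the run's mean over test compounds plus 3 SD, cut at about 23% in these data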;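 note: signal is peak over basal fluorescence ratio across the kinetic read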
* hit, by the source's call.

molecule	M4 PAM	M5 ag	CHO-K1 Ca PAM	CHRM5 antagonist	CHO-K1 Ca ag	CHRM4 antagonist	CHRM5 PAM	CHO-K1 Ca antag	CHRM4 agonist
CC1=CC(=O)C=C(C)C1=NOC(=O)c1cccc([N+](=O)[O-])c1	9	-2	8	8	0.3	11	3	-2	1
CSCCC(NC(=O)COc1ccccc1)C(=O)OCc1ccc(Cl)cc1 (configuration not stated)	3	-7	0	0	0.6	-10	3	2	3
O=c1[nH]c2cc3c(cc2cc1CN(CCCO)C(=S)NCc1ccco1)OCO3	16	-3	7	-1	-0.1	-18	6	-5	1
O=C1[C@@H](Oc2ccccc2)[C@@H](c2cnc3ccccc3c2)N1c1ccccc1	-6	-2	0	-11	0.5	-18	-6	-15	2
COc1cc(CN2CCC(Cc3ccccc3)CC2)cc([N+](=O)[O-])c1O	3	-8	13	18	0.3	7	-4	-6	-1
O=C(CSc1nnnn1-c1ccccc1)Nc1ccc(N2CCOCC2)c(Cl)c1	6	2	-6	2	-0.1	1	0	-2	1
COC(=O)C1=C(C)NC2=C(C(=O)CC(C)(C)C2)C1c1ccccn1 (configuration not stated)	13	-1	7	1	0.2	-9	4	-12	1
COc1ccc(C(=O)NCCCNC(=O)c2cnccn2)cc1	-2	-1	-13	9	0.0	-1	4	0	2
O=C(COC(=O)CCc1c[nH]c2ccccc12)NCc1ccc2c(c1)OCO2	-8	-1	5	-5	1.2	5	4	-8	6
O=C(NCCCN1CCCC1=O)NC1CCCCC1	0	-4	10	6	1.1	0	10	-24	0
CCc1noc(C)c1C(=O)NCCc1ccccc1	3	-1	21	2	2.5	3	1	-15	0
Cc1cccc(-c2nc3c(c(SCC(=O)N4CCOCC4)n2)CCCC3)c1	7	-3	13	2	0.6	11	-2	-3	1
CCN(CC(=O)Nc1c(F)cccc1F)C(=O)c1ccc(-c2ccc(C(C)=O)cc2)o1	2	1	9	7	3.2	0	-7	-16	6
O=C(NCCCN1CCOCC1)c1cc(-c2ccc(Cl)c(Cl)c2)on1	-9	0	-18	4	5.5	-4	2	-8	3
CC1(C)CC(=O)c2cc(NC(=O)c3ccc(F)cc3)c(=O)oc2C1	-4	1	-10	6	-0.3	-1	1	2	0
COc1ccc(N=C2S/C(=C\c3ccc(OC(C)C(=O)O)c(OC)c3)C(=O)N2CCc2c[nH]c3ccccc23)cc1 (configuration not stated)	0	4	5	-5	0.4	4	1	-2	1
CNC(=O)Cn1ncc2c(C)n(Cc3ccc(C)cc3)c(C)c2c1=O	1	0	11	-1	0.1	0	0	-2	1
O=C(Nc1ccc(Br)cc1)c1cccc(N2C(=O)C3CCCCC3C2=O)c1 (configuration not stated)	-3	-4	-2	13	0.5	-3	-6	-7	2
COc1ccccc1N=CC=C1OC(C)(C)C(C)(C)O1	-7	4	8	9	0.6	4	7	4	2
C=CCNC(=O)c1ccc(C2SCC(=O)N2Cc2ccco2)cc1 (configuration not stated)	-18	-9	-6	10	1.1	7	1	-3	1
O=C(CC1Oc2ccccc2NC1=O)NCCCN1CCN(Cc2ccccc2)CC1 (configuration not stated)	-4	-3	18	-5	0.0	-2	1	-19	1
O=C(CC[C@H]1O[C@@H](n2ccc(=O)[nH]c2=O)[C@H](O)[C@@H]1O)N1CCN(Cc2cccc3ccccc23)CC1	4	-1	0	4	0.3	-9	-5	-9	0
COc1ccc(N2C(=O)CC(Sc3nc(C)cc(C)n3)C2=O)cc1OC (configuration not stated)	-7	3	-22	13	0.2	3	-9	15	0
O=C(Cc1ccsc1)NNC(=O)c1ccc(F)cc1	9	-3	13	-14	0.1	-12	9	1	1
COC(=O)c1c(N2C(=O)CC(Sc3ccccc3C(=O)O)C2=O)sc(C)c1C (configuration not stated)	0	-1	21	-2	1.0	-8	7	-7	0

Reformatted: entries from further up
The line under a structure holds: M4 PAM	M5 ag	CHO-K1 Ca PAM	CHRM5 antagonist	CHO-K1 Ca ag	CHRM4 antagonist	CHRM5 PAM	CHO-K1 Ca antag	CHRM4 agonist
> CNC(=O)Cn1ncc2c(C)n(Cc3ccc(C)cc3)c(C)c2c1=O
→ 1	0	11	-1	0.1	0	0	-2	1
> O=C(Nc1ccc(Br)cc1)c1cccc(N2C(=O)C3CCCCC3C2=O)c1 (configuration not stated)
→ -3	-4	-2	13	0.5	-3	-6	-7	2
> COc1ccccc1N=CC=C1OC(C)(C)C(C)(C)O1
→ -7	4	8	9	0.6	4	7	4	2

New compounds follow.
molecule	M4 PAM	M5 ag	CHO-K1 Ca PAM	CHRM5 antagonist	CHO-K1 Ca ag	CHRM4 antagonist	CHRM5 PAM	CHO-K1 Ca antag	CHRM4 agonist
CC1CN(C(=O)c2cc3cc([N+](=O)[O-])ccc3s2)CC(C)O1 (configuration not stated)	-9	-1	-8	-5	0.1	1	-5	7	0
CCSc1nc2cc(S(=O)(=O)N3CCOCC3)ccc2o1	0	-2	-12	6	-0.1	0	5	-1	1
Cc1ccccc1C(OCC(O)CN1CCCCC1CCO)c1ccccc1 (configuration not stated)	-12	-11	15	1	0.2	9	-7	2	1
COc1ccccc1-c1cc2c(c3c1ccn3C)C1CCC2C1 (configuration not stated)	5	2	-3	-5	-0.1	-2	4	7	-2
C/C(=N\Nc1ccc(S(N)(=O)=O)cc1[N+](=O)[O-])c1cccs1	-4	0	-2	6	0.0	10	3	-12	1
c1ccc(-c2ccc(-c3cnc4n3CCCCC4)cc2)cc1	-3	-8	20	9	2.2	10	-14	-15	3
O=C(CSc1ncnc2ccccc12)Nc1cc(S(=O)(=O)N2CCCCC2)ccc1Cl	4	-5	9	4	-0.3	-5	-13	0	0
CC1CCN(C(=O)CN2c3cccc4cccc(c34)S2(=O)=O)CC1	9	4	12	-1	1.2	-3	-2	-26	2
O=C(NCCNc1ccc([N+](=O)[O-])cc1)c1cc(F)c(F)cc1Cl	-6	3	4	8	6.0	4	-8	-7	7
CC(C)C[C@H]1CNC(=O)C(=O)N1C[C@@H]1CCCN1C[C@H](Cc1ccccc1)N1C[C@H](CC(C)C)N(CC2CCCCCC2)C(=O)C1=O	2	3	5	-11	0.2	-3	4	-17	1
O=C(NC(=S)N(CCc1ccccc1)CCc1ccccc1)c1ccco1	2	-6	13	11	0.3	3	2	-8	-3
CC1CCC(NC(=O)C2CCN(c3c4c(nc5ncnn35)CCC4)CC2)CC1 (configuration not stated)	-2	0	-1	8	0.3	12	-3	-6	0
CCCn1c(CNC(=O)c2cccs2)nc2ccccc21	14	0	10	-8	0.2	-22	-5	-9	1
CC1CCCN(C(=O)/C(=C/c2ccco2)NC(=O)c2ccccc2)C1 (configuration not stated)	-1	0	-20	-7	0.7	3	10	4	3
Cc1nc(Cl)sc1C(=O)O	34*	-2	7	-4	0.2	6	1	-1	1
CN(CC(=O)Nc1ccc(Cl)c(C(F)(F)F)c1)C(=O)c1ccc(OCC2CCCO2)cc1 (configuration not stated)	5	5	23	3	2.8	-12	3	-6	11
O=C(O)c1cccc(CSc2nnc(-c3ccc(Cl)cc3)o2)c1	-1	-4	0	10	0.5	-1	-2	-4	-1
C=C1C2=C(C(=O)N1OC)[C@@H](O)[C@@](C)(O)[C@@H](CCCCC)O2	22*	1	17	-5	-0.2	-17	5	-9	0
O=C(NCc1ccc(F)cc1)C(=O)NCC1OCCN1S(=O)(=O)c1cc(F)ccc1F (configuration not stated)	3	1	-11	-5	0.0	-16	-1	11	1
O=C(COc1ccc2c3c(c(=O)oc2c1)CCC3)NC1CCN(Cc2ccccc2)CC1	1	-5	8	9	0.1	1	-2	-14	1
COc1ccc(C)cc1S(=O)(=O)N1CCN(C)CC1c1ccccc1 (configuration not stated)	19	-2	-12	8	-0.4	-2	1	12	0
CCCc1cc(=O)oc2cc(OCC(=O)NCCc3ccc(S(N)(=O)=O)cc3)ccc12	-4	-5	7	2	1.0	4	1	-9	3
COc1ccc(-c2nc3ccc(N4CCCC4)cc3c(=O)[nH]2)cc1OC	4	-5	-16	-7	0.5	-11	19*	-18	2
COc1ccc2c(c1)CC/C(=C\c1ccc(C)o1)C2=O	2	3	18	-6	1.4	0	11	0	0
COc1ccc(-c2onc3ccc(C(C)=O)cc23)cc1	0	-2	-1	-8	1.8	-11	6	-16	2

New compounds follow
molecule	M4 PAM	M5 ag	CHO-K1 Ca PAM	CHRM5 antagonist	CHO-K1 Ca ag	CHRM4 antagonist	CHRM5 PAM	CHO-K1 Ca antag	CHRM4 agonist
O=C1c2ccccc2C(=O)N1N=Cc1ccc2c(c1)OCO2	2	2	13	0	0.4	3	-1	2	-1
OC1(CNCc2cn[nH]c2-c2cc3ccccc3o2)CCCCC1	-1	-2	5	14	0.6	-2	-10	-1	3
CCOC(=O)N1CCC(n2c(=S)[nH]c3cc(OCC)c(OCC)cc3c2=O)CC1	-2	1	7	-8	-0.1	-3	3	-9	-1
CC(=O)Nc1ccc(-n2cc(-c3ccccc3)[nH]c2=S)cc1	-10	2	-13	3	0.3	0	-2	19	1
CC(C)NC(=O)c1ccccc1NC(=O)CCc1ccccc1	-6	-3	0	8	0.5	4	-4	-3	1
Cc1ccc2c(c1)C(=O)c1c(C(=O)O)cccc1-2	1	-4	-12	-8	-0.4	6	4	6	0
COc1ccccc1CNC(=O)CN1CCN(c2ccc(C(C)=O)cc2)CC1	-5	-1	2	0	0.7	1	11	6	2
CNC(=O)c1c(NC(=O)c2ccco2)sc(C)c1C	17	-4	-8	-14	-0.3	0	11	6	1
Fc1cc(Br)ccc1Nc1nc2ccccc2n2nnnc12	1	1	14	1	0.8	-14	-4	-3	0
COc1ccc(/C=N/NC(=O)c2cccnc2)cc1COc1ccc([N+](=O)[O-])cc1	-14	2	13	0	5.2	2	-3	-5	14
CCOC(=O)c1nnc(-c2ccccc2)[nH]c1=O	14	-4	10	2	0.2	-10	-5	-8	2
Nc1c([N+](=O)[O-])cnnc1-c1ccccc1	1	1	24	-6	1.1	2	6	-7	0
Cc1cc(C(=O)Nn2c(C)nc3ccccc3c2=O)ccc1[N+](=O)[O-]	-7	3	-5	-3	0.5	7	-2	12	2
COc1cc2c(cc1OC)C(CCc1ccccc1)=NCC2	-4	-3	12	0	0.8	-7	6	-6	1
COc1ccc(-n2nc3ccc(N)cc3n2)cc1	1	1	24	-7	0.2	-14	1	-6	2
CC(=O)N/C(=C\c1ccccc1)C(=O)OCC(=O)c1ccccc1	9	4	6	2	1.8	-6	2	-6	2
CC(=O)Nc1ccc(NC(=O)c2ccccc2-n2cnnn2)cc1	-1	3	4	6	1.5	-5	-1	-6	2
CC(=O)N1CCC(C(=O)NC2CCCc3c2cnn3-c2cc(F)cc(F)c2)CC1 (configuration not stated)	9	-1	3	-30	0.1	-18	12	8	1
CCOC(=O)c1c(C)[nH]c(C(=O)COC(=O)c2c(CC)noc2C)c1C	2	-3	-4	-5	1.4	10	3	-10	1
Cc1ccc2c(c1)c1c(n2CC(O)Cn2c(C)nc3ccccc32)/C(=N\O)CCC1 (configuration not stated)	20	1	17	2	1.1	15	2	-5	9
Cc1cc(=O)oc2cc(Nc3ccccc3)ccc12	-11	-2	23	-3	10	0	2	-1	0
O=C(NCC1CCCO1)c1cc(C(=O)C2CC2)c[nH]1 (configuration not stated)	3	1	11	1	0.2	6	0	8	2
NC(=O)CCC(NC(=O)OCc1ccccc1)C(=O)OCC(=O)c1ccccc1 (configuration not stated)	4	1	13	3	3.2	-4	-1	6	2

Assay outcomes as filed in PubChem.
